MsrA inh – inhibits bovine methionine sulfoxide reductase A. purified bovine MsrA, absorbance read-out. inhibition, % at 15.5 µM. AID 651718. hit rate 0.75% among 360,000; in the data active = inhibition above about 4.5%;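 also: 0% = vehicle wells with enzyme and 100% = reference inhibitor wells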
FAS TE block – blocks the thioesterase domain of human fatty acid synthase; P49327; recombinant FAS-TE, OMFH fluorogenic substrate, fluorescence endpoint; inhibition, % at 15 µM; hit rate 0.67% among 360,000;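 active = compounds whose normalised, plate-corrected inhibition of enzyme fluorescence in the single-dose primary screen is 50% or more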;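 also: 0% = DMSO with enzyme and 100% = substrate without enzyme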
Neddyl block – blocks human cullin neddylation. P61081+Q13564. TR-FRET cullin neddylation, biochemical. calls only at 25 µM. hit rate 0.58% among 360,000. AID 651699; in the data active = inhibition above about 36%
Target sequence (P61081 whole entry, looked up): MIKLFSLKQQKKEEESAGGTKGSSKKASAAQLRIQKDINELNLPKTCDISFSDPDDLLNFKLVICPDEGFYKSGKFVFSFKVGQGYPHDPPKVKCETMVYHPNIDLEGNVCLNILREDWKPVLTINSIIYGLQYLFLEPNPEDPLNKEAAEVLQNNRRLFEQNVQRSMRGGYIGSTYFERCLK
Target sequence (Q13564 whole entry, looked up): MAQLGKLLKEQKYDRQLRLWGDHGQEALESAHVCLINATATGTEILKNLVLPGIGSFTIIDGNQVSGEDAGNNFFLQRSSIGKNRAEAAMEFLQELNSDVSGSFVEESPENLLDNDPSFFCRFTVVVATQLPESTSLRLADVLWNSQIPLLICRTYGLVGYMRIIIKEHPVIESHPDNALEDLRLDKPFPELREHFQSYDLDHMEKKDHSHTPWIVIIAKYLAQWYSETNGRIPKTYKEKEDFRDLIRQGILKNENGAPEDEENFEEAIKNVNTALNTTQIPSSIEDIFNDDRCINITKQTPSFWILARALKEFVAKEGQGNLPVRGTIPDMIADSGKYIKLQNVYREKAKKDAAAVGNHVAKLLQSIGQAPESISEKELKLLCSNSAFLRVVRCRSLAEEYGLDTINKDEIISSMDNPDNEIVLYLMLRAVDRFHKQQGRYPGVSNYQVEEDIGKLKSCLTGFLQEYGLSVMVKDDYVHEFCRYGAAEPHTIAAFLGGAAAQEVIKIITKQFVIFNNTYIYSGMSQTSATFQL
MsrA act – activates bovine MsrA enzyme. AID 602163. activation, % at 10.6 µM. hit rate 0.3% among 360,000. purified bovine MsrA, absorbance read-out; in the data active = activation above about 7.5%;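 also: 0% = vehicle and 100% = reference activator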
Rin1 Abl inh – human Rin1-Abl interaction inhibition | P00519+Q13671 | TR-FRET Rin1/Abl binding, biochemical | inhibition, % at 7.35 µM | hit rate 0.4% among 360,000; in the data active = inhibition above about 5%, passing the limit was not always enough
PABP1 MLLE inh – inhibitors of microRNA-mediated deadenylation, human PABP1 MLLE binding; P11940; GST-MLLE / FITC-PAM2 fluorescence polarization; inhibition, % at 20 µM; hit rate 0.36% among 360,000; in the data active = inhibition above about 35%, passing the limit was not always enough;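 also: plate controls were DMSO wells with GST-MLLE for no effect and wells lacking GST-MLLE protein for full effect; some results filed as inactive read as strong as hits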
eLon inh – E. coli protease La inhibition; AID 602123; P0A9M0; hit rate 0.42% among 360,000; inhibition, % at 7.94 µM; purified E. coli Lon protease, fluorescence polarization; in the data active = inhibition above about 13%, passing the limit was not always enough;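 also: 0% = enzyme with probe and DMSO and 100% = no enzyme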
CSN inh – blocks human CSN-mediated cullin deneddylation | Purified CSN, SCF-Nedd8-OG deneddylation, fluorescence polarization | inhibition, % at 12.5 µM | hit rate 0.38% among 360,000 | Q92905;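 active = pattern-corrected inhibition above about 35%, with an unprinted fluorescence ratio check between 0.5 and 1.5, limit read from the data, passing the limit was not always enough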;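 also: 0% = enzyme with substrate and 100% = substrate without enzyme; some results filed as inactive read as strong as hits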
Target sequence (Q92905 whole entry, looked up, one chain of several): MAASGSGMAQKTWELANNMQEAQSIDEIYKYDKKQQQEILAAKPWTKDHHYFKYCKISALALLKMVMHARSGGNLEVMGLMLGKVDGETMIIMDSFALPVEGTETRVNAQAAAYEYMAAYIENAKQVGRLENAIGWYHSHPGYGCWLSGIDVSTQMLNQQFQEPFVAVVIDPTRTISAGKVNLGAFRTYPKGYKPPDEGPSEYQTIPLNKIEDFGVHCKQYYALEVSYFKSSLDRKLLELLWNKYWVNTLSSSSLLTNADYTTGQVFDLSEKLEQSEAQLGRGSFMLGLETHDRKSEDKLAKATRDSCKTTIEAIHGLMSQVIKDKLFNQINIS
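assay system = purified human Csn5 enzyme expressed in HEK293T cells | amount = 0.24 nM enzyme | buffer or medium = Tris/NaCl/DTT buffer, pH 7.5 | reagent = 10 nM SCFSkp2-Nedd8OG | compound = one concentration, 12.5 µM, 0.25% DMSO | times = 90 min reaction at room temperature | signal = FP | read-out basis = % inhibition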
TbMetRS inhib – blocks T. brucei methionyl-tRNA synthetase activity; purified T. brucei MetRS, ATP depletion, Kinase-Glo luminescence; hit rate 0.4% among 360,000; AID 624268; inhibition, % at 11.9 µM;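 active = inhibition above a per-plate cutoff of the control wells' mean inhibition plus 3 SD, cut at about 5.5% in these data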;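 also: 0% = DMSO wells median and 100% = median of wells with control inhibitor compound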
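Measured by: Kinase-Glo luciferase luminescence reporting remaining unconsumed ATP. Material: purified T. brucei MetRS enzyme. Doses: 11.9 µM compound single dose, 0.9% DMSO. Medium: HEPES buffer containing pyrophosphatase, BSA, spermine, DTT. Times: 15 min preincubation, 2 h reaction, all 25 °C. Reagent: methionine, ATP and bulk E. coli tRNA.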
* marks the source's active call; other numbers are inactive results; i = inactive; . = no result given.

SMILES	MsrA inh	FAS TE block	Neddyl block	MsrA act	Rin1 Abl inh	PABP1 MLLE inh	eLon inh	CSN inh	TbMetRS inhib
Cn1c2c(c(=O)n(C)c1=O)C(C(F)(F)F)(C(F)(F)F)N=C(CCC1CCCCC1)N2	2.1	14	i	6	5	-4	8	54*	1.1
O=S(=O)(NCCc1ccccn1)c1ccc(OC(F)(F)F)cc1	-0.6	-1	i	-5	1	5	-5	-3	-0.3
CC1(C)CC(NC(=O)C2CCC(=O)N(C3CC3)C2)CC(C)(C)C1 (stereo not drawn)	-0.3	2	i	-4	1	-11	3	4	-0.1
CC1=C(C(=O)N(C(C)C)C(C)C)CC(CC(=O)NCc2cccc3ccccc23)C(=O)N1CCC1=CCCCC1 (stereo not drawn)	0.7	16	i	-1	6	17	-6	3	-0.4
CCCCN(C(=O)COc1ccc(NC(C)=O)cc1)C1CCS(=O)(=O)C1 (stereo not drawn)	-0.2	-13	i	-8	-2	-3	11	0	-1.0
COc1ccc(C(=O)NNC(=S)NC(=O)c2ccccc2[N+](=O)[O-])cc1	0.9	-6	i	-1	-1	7	6	-1	-0.3
Cc1[nH]c(C)c(S(=O)(=O)N2CCN(c3ccccc3F)CC2)c1C(=O)N1CCCC1	0.7	-2	i	-1	-1	-7	1	2	-0.3
O=C(OCC(=O)N(Cc1ccccc1)C1CCS(=O)(=O)C1)c1cc2c(s1)CCCC2 (stereo not drawn)	-0.4	6	i	-10	-1	-14	9	-7	-1.4
O=C(Nc1nnc(SCCN2CCOCC2)s1)C1CC(=O)N(c2ccc(F)cc2)C1 (stereo not drawn)	-1.2	-3	i	-2	4	-55	1	4	-0.5
Cc1ccc(C(=O)CCC(=O)CCC(=O)O)cc1	-0.2	-8	i	-1	-4	6	3	0	-0.5
COc1ccc(-c2ccc3oc(-c4ccc(OC)cc4)c(C#CCCO)c3c2)cc1	2.6	15	.	1	3	0	-2	0	-0.1
CN(C)C(=O)c1cccc(-c2cnc3c(NC=O)cc(-c4ccccc4F)cn23)c1	0.3	5	i	-5	-4	-21	-10	-4	-0.4
CCOc1ccccc1N(C)S(=O)(=O)c1ccc2c(c1)CC(C)N2C(=O)C1CC1 (stereo not drawn)	-0.4	8	i	-3	5	1	1	-2	0.1
COc1cc(F)ccc1-c1csc(C(C)(O)c2ccc(F)c(F)c2)n1 (stereo not drawn)	-0.2	28	i	-1	5	-2	-3	-3	-0.2
COc1cccc(C(C(=O)NCc2ccccc2)N2CCN(C(=O)C3CCCO3)CC2)c1OC (stereo not drawn)	1.2	.	i	.	.	.	.	1	-1.4
COc1ccc(Cl)cc1N(C(=O)Nc1cccc(Cl)c1)C1=NCC(C)S1 (stereo not drawn)	-0.4	17	i	-4	0	-29	-24	-1	-0.8
COc1ccc(-n2nc(C(=O)NCC(=O)NCCCN3CCOCC3)c3ccccc3c2=O)cc1	-0.3	-7	i	-2	-2	9	-4	-5	-0.5
COc1cccc(CSc2nnnn2-c2ccc(O)cc2)c1	0.4	-13	i	-11	1	-1	-5	4	-1.5
CCCc1cc(=O)[nH]c(SC/C=C/c2ccccc2)n1	0.2	1	i	-2	1	10	3	-1	-0.6
CCOc1ccc(-c2n[nH]c(=S)o2)cc1	0.0	-4	i	-2	-2	-99	-3	2	-0.4
CCOC(=O)Cc1nnc(NC(=O)CSc2ccc(Cl)cc2)s1	-0.2	-1	i	-1	-2	-7	-4	1	0.8
COc1cccc(C(=O)Cn2c(=O)n(CCC(=O)NCC3CCCO3)c(=O)c3cc(OC)c(OC)cc32)c1 (stereo not drawn)	2.4	2	i	-5	-3	5	1	1	0.6
Cc1cccc(/N=C/c2nc(-c3ccccc3Br)oc2O)n1	1.2	18	i	-7	1	-2	1	1	-0.3
Cn1nnnc1SCC(=O)NC(=O)NCc1ccccc1	-1.4	-5	i	-3	4	-4	1	-1	0.2
COc1cccc2c1OC1(C)CC2NC(=O)N1 (stereo not drawn)	-0.7	0	i	-11	3	-11	-2	-2	-1.2

Four records drawn at random from the list so far:
SMILES	MsrA inh	FAS TE block	Neddyl block	MsrA act	Rin1 Abl inh	PABP1 MLLE inh	eLon inh	CSN inh	TbMetRS inhib
COc1cccc(C(C(=O)NCc2ccccc2)N2CCN(C(=O)C3CCCO3)CC2)c1OC (stereo not drawn)	1.2	.	i	.	.	.	.	1	-1.4
COc1ccc(-n2nc(C(=O)NCC(=O)NCCCN3CCOCC3)c3ccccc3c2=O)cc1	-0.3	-7	i	-2	-2	9	-4	-5	-0.5
O=C(OCC(=O)N(Cc1ccccc1)C1CCS(=O)(=O)C1)c1cc2c(s1)CCCC2 (stereo not drawn)	-0.4	6	i	-10	-1	-14	9	-7	-1.4
CCOC(=O)Cc1nnc(NC(=O)CSc2ccc(Cl)cc2)s1	-0.2	-1	i	-1	-2	-7	-4	1	0.8

Exported in CSV form: three of the compounds above
SMILES,MsrA inh,FAS TE block,Neddyl block,MsrA act,Rin1 Abl inh,PABP1 MLLE inh,eLon inh,CSN inh,TbMetRS inhib
COc1ccc(-n2nc(C(=O)NCC(=O)NCCCN3CCOCC3)c3ccccc3c2=O)cc1,-0.3,-7,i,-2,-2,9,-4,-5,-0.5
CCOC(=O)Cc1nnc(NC(=O)CSc2ccc(Cl)cc2)s1,-0.2,-1,i,-1,-2,-7,-4,1,0.8
Cc1[nH]c(C)c(S(=O)(=O)N2CCN(c3ccccc3F)CC2)c1C(=O)N1CCCC1,0.7,-2,i,-1,-1,-7,1,2,-0.3

Carrying on:
SMILES	MsrA inh	FAS TE block	Neddyl block	MsrA act	Rin1 Abl inh	PABP1 MLLE inh	eLon inh	CSN inh	TbMetRS inhib
N#Cc1cc(C(=O)c2cc(F)ccc2O)cn(Cc2ccccc2)c1=O	0.9	8	i	-4	3	2	-16	4	-0.1
Oc1cc(NCc2ccc(F)cc2)cc2cccnc12	0.1	2	i	-2	0	22	-11	0	-0.2
CC(=O)c1cc2c(cc1N/C(=N/S(=O)(=O)c1ccc(C)cc1)c1ccccc1)OCO2	0.9	19	i	2	0	-3	-2	-6	-0.5
COc1ccc(NC2=C(Cl)C(=O)N(CCc3ccccc3)C2=O)cc1	-0.8	13	i	-4	-1	-5	-2	-3	-0.1
CC(=O)Nc1ccc(/C=C2\Sc3ccccc3C2=O)cc1	0.0	-2	i	0	0	-39	-26	-2	0.6
CCC(C)Nc1nc(N)c([N+](=O)[O-])c(Nc2cc(OC)ccc2OC)n1 (stereo not drawn)	1.0	32	i	-3	0	-2	8	2	0.1
CCN(CC)CCN(Cc1cc2cc3c(cc2[nH]c1=O)OCO3)C(=S)NC	0.8	-6	.	-8	-1	-101	5	0	0.0
CCC(C(=O)c1ccccc1)N(C(=O)c1ccccc1Cl)N1C(=O)C2C3C=CC(C3)C2C1=O (stereo not drawn)	1.0	24	i	-8	1	9	-4	0	-0.9
CC1(C(=O)OCC(=O)c2c[nH]c3ccccc23)CC1(Cl)Cl (stereo not drawn)	0.1	4	i	-2	2	16	2	-6	3.0
CCc1cc2c(=O)[nH]c(Cc3ccc(Cl)cc3)nc2s1	0.8	-2	i	-4	-11	21	-3	-4	-0.8
Nc1nnc(CCN2C(=O)CSC2=O)s1	0.8	-3	i	1	-4	-8	-8	-3	-0.1
Cc1ccc2oc(=O)c3cnn(CC(=O)NC4CCC(C)CC4)c3c2c1 (stereo not drawn)	-0.5	2	i	1	-4	-3	-2	9	-0.2
Cc1nc(NC(=O)CC(C)C)sc1-c1csc(Nc2ccc(Cl)cc2Cl)n1	1.1	9	i	-10	0	4	1	2	-0.1
Cn1nc(-c2ccccc2)c(C(O)c2ccc(Cl)cc2)c1Cl (stereo not drawn)	0.3	5	i	-1	-7	0	-10	6	0.2
COc1cccc(NC(=O)CN(C)C(C)C(=O)N2CCCC2)c1 (stereo not drawn)	-1.1	-4	i	-2	2	7	2	0	-0.4
O=C(Nc1cccc(-c2nc3ccccc3s2)c1)c1cc(=O)c2ccccc2o1	-1.8	2	.	-3	-1	-15	-5	20	-0.1
CC1=C(C(=O)OCCOC(C)C)C(c2cc3c(cc2Br)OCO3)CC(=O)N1 (stereo not drawn)	-0.6	-1	i	-1	1	11	-7	-8	0.3
Cc1ccc(S(=O)(=O)N(C)CC(=O)NNC(=O)CCNS(=O)(=O)c2cccc(C)c2)cc1	0.8	0	i	-5	1	10	7	-1	0.4
Cc1ccc(S(=O)(=O)/C(C#N)=C/c2c[nH]c3ccccc23)cc1	-0.9	-46	i	3	-4	-3	-4	2	19*
CSC(=NC#N)N1CCN(c2ccccn2)CC1	1.7	-3	i	-2	-1	4	-14	-7	0.1
CC1CCCCC1NS(=O)(=O)c1ccc2c(c1)CC(=O)N2C (stereo not drawn)	-0.6	-7	i	-4	2	5	-17	0	-0.1
S=c1[nH]nc(-c2ccccc2)n1/N=C/c1cccc(Br)c1	3.2	11	i	-3	0	-82	-4	-4	-1.2
Nc1nc(CSC(=S)N2CCCCC2)nc(Nc2ccccc2)n1	1.7	10	i	-5	3	2	-1	-5	-0.6
C/C(=N/NC(=O)CCCOc1ccc(Cl)cc1Cl)c1ccc(C)o1	0.8	-3	i	-1	0	-3	9	-3	2.0
CCOc1cc(/C=C2\C(=O)N(c3ccc(C(N)=O)cc3)N=C2C)ccc1OC(=O)c1cccs1	.	8	i	2	0	14	8	23	-0.1

Next results follow.
SMILES	MsrA inh	FAS TE block	Neddyl block	MsrA act	Rin1 Abl inh	PABP1 MLLE inh	eLon inh	CSN inh	TbMetRS inhib
CCOC(=O)[C@]12CCC=C1N(Cc1cccc3ccccc13)C(=O)[C@H](CC(=O)NCc1ccc(OC)c(OC)c1)C2	0.1	10	i	0	.	.	1	0	-0.2
Cc1ccc(CCN2CC(C(=O)NCc3ccco3)CC2=O)cc1 (stereo not drawn)	0.6	-2	i	1	2	-4	-7	-11	-0.9
O=c1c2ccccc2nnn1COc1cccc2ccccc12	1.5	22	i	-2	0	-12	0	-7	-0.1
Cc1noc(C)c1COc1ccc(C(=O)NCc2ccccn2)cc1	-1.5	-4	i	-3	-1	2	-12	3	-0.8
O=C(CSc1ccc(Cl)cc1)N1CCN(c2c(Cl)cccc2[N+](=O)[O-])CC1	0.6	22	i	-4	2	14	-1	0	0.1
CC(C(=O)Nc1cccc([N+](=O)[O-])c1)N(c1ccccc1)S(C)(=O)=O (stereo not drawn)	1.8	4	i	-3	-2	9	1	-2	-0.1
Cc1ccsc1/C=C1/CN(C)Cc2c1nc1ccccc1c2C(=O)O	1.7	-9	i	-7	-5	9	-3	0	-1.0
CC(C)C12CN3CC(C(C)C)(CN(C1)C3c1ccco1)C2=O (stereo not drawn)	-1.1	-2	i	0	4	-5	0	3	0.0
COc1cccc(C(C)N(C)Cc2nc(COc3ccccc3)no2)c1 (stereo not drawn)	-0.1	17	i	-4	1	-6	2	1	-0.2
Brc1ccc(-c2nc3ncccn3c2NC2CCCCC2)o1	1.0	-1	i	-2	-8	-21	-18	-1	-0.1
NS(=O)(=O)c1ccc(CCNC(=S)Nc2ccc(F)cc2)cc1	-0.6	-4	i	-1	-1	9	-3	8	0.1
Cc1ccc(S(=O)(=O)Cc2ccc(C(=O)NCc3cccs3)o2)cc1	1.8	0	i	1	1	-6	-4	4	-0.5
Cc1nc(NC(CC(C)C)C(=O)O)c2nc(C)oc2n1 (stereo not drawn)	-0.5	-8	i	-10	0	0	-2	-1	-1.6
CC(NCc1ccc(N(C)C)cc1)C1CC2CCC1C2 (stereo not drawn)	-1.4	-7	i	1	1	-12	-4	1	0.1
CCCc1cc(=O)[nH]c(SCC(=O)N(CC)c2c(N)n(Cc3ccccc3)c(=O)[nH]c2=O)n1	0.4	-4	i	2	3	3	-17	-4	-0.3
O=C(COc1ccc(Cl)cc1Cl)Nn1c(=S)[nH]c2ncccc2c1=O	0.1	-6	i	-2	2	46*	-1	1	0.1

Screening results: PubChem BioAssay, several laboratories
